MITF inh – inhibitors of human MITF; AlphaScreen MITF homodimerization, bead proximity signal; inhibition, % at 2.6 µM; 650,000 tested, 0.91% active; AID 1259374; in the data active means inhibition above about 50%;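 further: 0% = vehicle wells with protein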
Target sequence (O75030 whole entry, looked up): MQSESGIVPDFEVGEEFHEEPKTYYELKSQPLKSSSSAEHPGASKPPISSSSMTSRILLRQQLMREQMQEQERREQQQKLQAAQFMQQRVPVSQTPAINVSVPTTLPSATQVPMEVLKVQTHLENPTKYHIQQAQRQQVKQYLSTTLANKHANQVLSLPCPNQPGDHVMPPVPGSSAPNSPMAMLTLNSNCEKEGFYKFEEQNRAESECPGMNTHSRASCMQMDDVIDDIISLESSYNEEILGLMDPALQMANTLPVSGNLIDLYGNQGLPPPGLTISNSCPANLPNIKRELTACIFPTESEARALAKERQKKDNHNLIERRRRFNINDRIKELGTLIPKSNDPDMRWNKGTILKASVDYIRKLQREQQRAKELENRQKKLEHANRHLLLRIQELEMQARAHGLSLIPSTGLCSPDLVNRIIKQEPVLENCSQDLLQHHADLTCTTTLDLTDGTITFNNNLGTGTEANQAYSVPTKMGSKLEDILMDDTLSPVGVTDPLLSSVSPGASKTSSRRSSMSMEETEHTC
FBW7 act – activators of human E3 ligase FBW7. AlphaScreen FBW7–phospho-cyclin E peptide binding, activator screen. normalized activity (activation), % at 26.1 µM. 650,000 tested, 0.13% active; in the data active means normalized activity above about 1.9%;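 further: purified mutant Fbw7 with reduced substrate affinity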
GPR151 activ – activators of human GPR151; Q8TDV0; PathHunter beta-arrestin GPR151 cells, luminescence; activation, % at 11.2 µM; 650,000 tested, 1% active; AID 1508602; in the data active means activation above about 4.9%;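 further: 0% = median of compound wells and 100% = cells with positive control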
Target sequence (Q8TDV0 whole entry, looked up): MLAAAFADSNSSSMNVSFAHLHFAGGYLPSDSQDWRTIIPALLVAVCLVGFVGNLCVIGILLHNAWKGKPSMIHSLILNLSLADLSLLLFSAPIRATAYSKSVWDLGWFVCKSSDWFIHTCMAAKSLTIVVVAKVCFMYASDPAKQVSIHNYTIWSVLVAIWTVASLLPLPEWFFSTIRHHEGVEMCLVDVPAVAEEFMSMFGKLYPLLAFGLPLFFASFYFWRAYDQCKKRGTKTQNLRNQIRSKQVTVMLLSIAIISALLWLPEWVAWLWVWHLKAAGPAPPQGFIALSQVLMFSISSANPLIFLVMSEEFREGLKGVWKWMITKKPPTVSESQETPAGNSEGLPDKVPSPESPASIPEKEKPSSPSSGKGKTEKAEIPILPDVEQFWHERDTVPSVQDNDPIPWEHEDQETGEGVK
TEAD-YAP inh – TEAD-YAP interaction inhibition; HEK-TIYL cells, TEAD-Gal4/YAP UAS-luciferase luminescence; inhibition, % at 9.12 µM; 640,000 tested, 1.4% active; AID 1259422; in the data active means inhibition above about 32%;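 further: 0% = median of test compound wells and 100% = reference inhibitor wells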
An asterisk follows results filed as active; & = joins results of further samples.

Preview:
SMILES	MITF inh	FBW7 act	GPR151 activ	TEAD-YAP inh
COc1cccc(-c2ccc(SCC(=O)NCc3ccco3)nn2)c1	5	0.1	-7.4	4
Cc1ccccc1C(=O)N=c1sc2cc(S(C)(=O)=O)ccc2n1C	-6	0.1	-0.1	-37
O=C(Cc1ccc(Br)cc1)NCc1ccc2c(c1)OCO2	0	0.4	0.6	-21

The listing (from the top)
SMILES	MITF inh	FBW7 act	GPR151 activ	TEAD-YAP inh
COc1cccc(-c2ccc(SCC(=O)NCc3ccco3)nn2)c1	5	0.1	-7.4	4
Cc1ccccc1C(=O)N=c1sc2cc(S(C)(=O)=O)ccc2n1C	-6	0.1	-0.1	-37
O=C(Cc1ccc(Br)cc1)NCc1ccc2c(c1)OCO2	0	0.4	0.6	-21
O=C(O)/C=C/C(=O)NCCc1cccc(Cl)c1	11	0.2	-0.8	2
CCOC(=O)c1c(C)n(C)c2c1cc(OC(=O)COc1ccccc1)c1ccccc12	-9	0.0	-0.4	0
Nc1cccc(-c2cnn3c(N4CCCCC4CCO)ccnc23)c1 (centres undefined)	-16	0.1	0.1	-12
CCC(OC(=O)c1ccco1)C(=O)NCCc1ccccc1 (centres undefined)	6	-0.1	0.0	-2
CCC(CC)=NNC(=O)CNC(=O)CNC(=O)c1ccccc1	16	0.3	-0.2	-5
CCc1ccccc1-n1c(SCC(=O)NCc2ccccc2)nc2n[nH]c(C)c2c1=N	2	0.0	0.9	-11
N=C1/C(=C/c2ccc(-c3cccc(Cl)c3)o2)C(=O)N=C2SC(Cc3ccccc3)=NN12	24	0.2	0.8	-1
COC(=O)CN1C=C(C(=O)OC)C(c2ccc(Cl)cc2Cl)C(C(=O)OC)=C1	-4	-0.1	1.3	-15
Cc1cc(Cl)ccc1OCC(=O)Nc1ccc(S(=O)(=O)Nc2onc(C)c2C)cc1	10	-0.2	-0.9	9
COc1ccccc1NC(=O)c1nc[nH]c1C(=O)Nc1ccccc1OC	2	0.1	-0.3	-13
O=C(O)c1ccc(Sc2nnc3ccccn23)c([N+](=O)[O-])c1	1	0.0	-0.2	-3
O=C(CN1C(=O)C(=O)c2ccccc21)OCc1ccccc1	13	0.1	1.3	9
CC(C(=O)NCCc1c[nH]c2ccccc12)N1C(=O)CC(C)(C)Sc2ccccc21 (centres undefined)	16	0.4	0.0	1
O=C(NCCOc1ccccc1)c1csc(Oc2ccccc2)n1	8	0.0	-0.9	-42
Cc1c(Cl)cccc1NC(=S)N(CCN(C)C)Cc1cccs1	1	-0.1	-0.5	-2
Cc1ccc(CN2CCNC(=O)C2CC(=O)NCCc2cccnc2)o1 (centres undefined)	12	0.2	0.8	1
Cc1cc(/C=C2\C(=N)N3N=C(C(C)C)SC3=NC2=O)c(C)n1-c1ccc(F)cc1	-2	0.0	0.1	-6
CCN(CC)C(=O)N1CCCC1c1nc(-c2ccc(F)cc2)n[nH]1 (centres undefined)	-10	-0.2	-0.4	3
CC(C)(C)c1ccccc1OCCCNCCO	7	-0.3	-0.7	13
Cc1cc(C)c(C#N)c(Nc2cccc(Br)c2)n1	4	0.1	-0.3	-5
COc1ccc(NC(=O)CCCCCn2c(SCC(=O)NCCC(C)C)nc3ccsc3c2=O)cc1	22	0.1	-1.3	0
CCOc1cccc2cc(C(N)=O)c(=Nc3cccc4ccccc34)oc12	10	0.0	-2.1	-8
COc1ccc(C(=S)N2CCCCC2)cc1OC(=O)c1ccccc1	-1	-0.3	0.3	-3
COc1ccc(C(=O)Nc2ccnn2C2CCN(S(=O)(=O)N(C)C)CC2)cc1	7	0.2	1.5	-11
CCN(CC)c1ccc(/C=N/NC(=O)CNC(=O)/C=C/c2ccccc2OC)cc1	11	0.2	0.2	9
CCNc1nc(Nc2ccc3c(c2)OCO3)c2ncn(CCN3CCCC3=O)c2n1	-9	0.1	0.8	-28
O=C1OC(N2CCN(C/C=C/c3ccccc3)CC2)c2ccccc21 (centres undefined)	-2	0.1	0.3	4
CCCCCn1c(SCc2ccccn2)nc2cc(C(=O)N3CCN(c4ccccc4)CC3)ccc2c1=O	-2	-0.2	5.1*	-13
CCCOc1ccc(C(CC(=O)O)NS(=O)(=O)c2ccc([N+](=O)[O-])cc2)cc1 (centres undefined)	28	-0.1	-1.6	-2
NC1=NC(=O)/C(=C\c2cc3ccccc3nc2N2CCCCC2)S1	6	-0.2	-1.5	2
Cc1ccc(NC(C)C(=O)N/N=C/c2cccs2)cc1 (centres undefined)	15	-0.1	1.5	12
Cc1c(Cl)cccc1NC(=O)CCC(=O)N/N=C/c1cc([N+](=O)[O-])ccc1O	8	0.0	-1.1	2
CC(C(=O)NCC1(c2ccccc2)CCCC1)N1CCCC1 (centres undefined)	13	0.3	1.1	0
CCOc1ncccc1C(=O)OCC(=O)N1CCCCC1	14	-0.1	-0.4	1
O=C(NCc1ccccc1Cl)C1CCCN(c2nnc(N3CCCC3=O)s2)C1 (centres undefined)	0	-0.2	-0.2	-9
Cc1cc(C(=O)NNC(=O)CCc2c[nH]c3ccccc23)c(C)n1-c1ccccc1	-3	-0.2	0.1	8
O=C(NCCc1ccccc1)c1cc(-c2ccc(O)cc2)on1	-15	-0.1	0.9	-14

A few values from the results shown:
GPR151 activ with Cc1cc(C(=O)NNC(=O)CCc2c[nH]c3ccccc23)c(C)n1-c1ccccc1 is entered as 0.1
FBW7 act with O=C(NCc1ccccc1Cl)C1CCCN(c2nnc(N3CCCC3=O)s2)C1 (centres undefined) is entered as -0.2
MITF inh with CCOc1ncccc1C(=O)OCC(=O)N1CCCCC1 is entered as 14
TEAD-YAP inh with CCCOc1ccc(C(CC(=O)O)NS(=O)(=O)c2ccc([N+](=O)[O-])cc2)cc1 (centres undefined) is entered as -2
FBW7 act with CC(C(=O)NCC1(c2ccccc2)CCCC1)N1CCCC1 (centres undefined) is entered as 0.3
MITF inh with CCCCCn1c(SCc2ccccn2)nc2cc(C(=O)N3CCN(c4ccccc4)CC3)ccc2c1=O is entered as -2
TEAD-YAP inh with Cc1c(Cl)cccc1NC(=O)CCC(=O)N/N=C/c1cc([N+](=O)[O-])ccc1O is entered as 2

Remaining list, next part
SMILES	MITF inh	FBW7 act	GPR151 activ	TEAD-YAP inh
CCOC(=O)C(Nc1sc2c(c1C(=O)OC)CCCC2)(NS(=O)(=O)c1ccccc1)C(F)(F)F (centres undefined)	5	-0.1	0.9	-3
Cc1cc(=O)[nH]c2nnc(SCc3ccc([N+](=O)[O-])cc3)n12	-1	0.1	1.6	-3
O=C1NN(c2ccccc2)C(=O)/C1=C/c1ccc([N+](=O)[O-])o1	79*	-0.4	-0.6	7
CCOC(=O)c1nnn(-c2nonc2NCNc2nonc2-n2nnc(C(=O)OCC)c2C)c1C	16	0.1	-0.5	3
CCN(CC(=O)NCCOC)S(=O)(=O)c1ccc(C)cc1	-5	-0.3	-0.6	-5
C=CCn1c(SCC(=O)Nc2cc(OC)ccc2OC)nc2sc3c(c2c1=O)CCCC3	4	0.0	-1.1	-1
COc1ccc(-c2nnnn2C)cc1S(=O)(=O)Nc1ccc(I)cc1	-5	0.1	-0.5	-3
CCOC(=O)c1sc2nc(C)n(CC(=O)Nc3cccc(C)c3)c(=O)c2c1C	2	0.0	0.5	5
Cc1ccc2c(c1C)NC(=O)C21NN=C(c2ccccc2)S1 (centres undefined)	14	0.1	-3.9&-0.2	1
CCOC(=O)c1c(NC(=O)CSc2nnc(CNC(=O)c3ccc(C)c(C)c3)n2C)sc2c1CCCC2	-4	0.0	0.3	-4
CCn1c(=O)cc(N2CCC3(CC2)OCCO3)[nH]c1=O	3	0.0	0.2	6
Cc1nn(-c2ccccc2)c(-n2cccc2)c1C(=O)N1CCC(C(=O)NC2CCCC2)CC1	-3	0.1	-1.0	-2
CCOc1cc(-c2cc(=O)c3cc(O)ccc3o2)ccc1O	-13	-0.1	0.8	-25
CCOC(=O)C1=C(C)N=c2s/c(=C/c3c(-c4ccccc4)[nH]c4c(C)cc(C)cc34)c(=O)n2C1c1ccccc1OC (centres undefined)	-10	-0.1	0.1	5
CCOc1ccc(C(=O)Nc2ccc3oc(-c4ccc(OC)cc4)nc3c2)cc1Br	-5	-0.4	0.9	-13
NNC(=O)c1cc2ccccc2cc1NS(=O)(=O)c1ccccc1	15	0.3	-1.3	11
Nn1c(Cc2ccccc2)nc2c3c(sc2c1=O)CCCC3	2	0.4	-1.3	-3
CC(C)C(=O)NC(Nc1cccc2cccnc12)C(Cl)(Cl)Cl (centres undefined)	16	1.4	-0.2	2
CSc1nnc(-c2cccc([N+](=O)[O-])c2)n1-c1ccccc1	-9	-0.2	-0.8	10
Oc1cccc(C=Nc2ccc(I)cc2)c1O	-2	0.2	1.3	-4
O=C(Nc1nnc(-c2ccc(F)cc2)o1)c1cc(Cl)sc1Cl	-9	-0.1	0.0	1
Cc1nnc(SCc2cccc(C(=O)O)c2)o1	-3	0.1	0.0	-1
O=c1[nH]c(-c2cccc(Cl)c2)nc2sc3c(c12)CCCC3	-5	0.4	-0.5	4
CCOC(=O)C1=C(C)N=c2s/c(=C/c3cccc(F)c3)c(=O)n2C1c1cccc(OC)c1 (centres undefined)	-2	-0.1	-1.5	0
COc1ccc(-c2c(C#N)c(SCC(=O)Nc3ccccc3C)nc(C)c2C(=O)Nc2ccccc2)cc1OC	5	0.0	1.0	-2
CCN(CC)C(=O)C1CCCN(c2ncc(C(=O)Nc3ccc(N4CCOCC4)cc3)s2)C1 (centres undefined)	16	-0.2	-2.0	2
CC(C)Cc1c(O)nc(SCC(=O)N2CCOCC2)[nH]c1=O	-8	-0.2	-0.4	3
Nc1ccc(-c2nc(-c3ccccc3)nc3ccccc23)cc1	-9	0.2	2.0	-3
O=C(O)c1cc2ccc3cccnc3c2[nH]1	-3	-0.1	3.9	5
CCS(=O)(=O)c1ccc2oc(=O)c(/C=C(\O)c3cccs3)nc2c1	15	0.1	-2.1	-54
CCn1ncc(CN2CCC(n3nccc3NC(=O)Nc3cccc(F)c3)CC2)c1C	-8	-0.1	-0.1	-5
COc1ccc(/C=C2\N=C(c3ccc(Cl)cc3)OC2=O)c(OC)c1	7	-0.1	-0.1	-4
O=C(NCCSc1ccccc1)c1ccc([N+](=O)[O-])cc1	-21	0.0	-0.5	-53
CC(C)c1ccc(C#N)c(SCC(=O)Nc2cccc(C(=O)O)c2)n1	7	1.0	0.7	-36
CCc1ccc(NC(=O)C(=O)NC2CCCC2)cc1	-7	-0.1	-0.8	-41
O=C(NC1CC1)C(Cc1ccccc1)NS(=O)(=O)c1ccccc1F (centres undefined)	-1	-0.1	4.4	-1
O=C(NCc1ccccc1)c1csc2c1CCCC2	14	0.1	-0.5	-7
CCOc1ccc(C(=O)NCCc2cc3ccc(OC)cc3[nH]c2=O)cc1	-3	0.5	0.1	16
CCOc1ccc(/C=C2\N=C(c3ccc(C)c(C)c3)OC2=O)cc1	-4	-0.1	-0.5	-2
COC(CNc1cc(-c2cccnc2)nc(-c2cccnc2)n1)OC	-2	-0.2	-2.0	6
CC(C)CC(C1=C(O)CCCC1=O)C1=C(O)CCCC1=O	3	-0.1	2.5	7
CC1(Cc2ccc(C(F)(F)F)o2)C(=O)Nc2ccccc21 (centres undefined)	21	0.4	-0.6	9
O=C(O)c1ccc(N2C(=O)/C(=C\c3ccncc3)SC2=S)cc1	-14	-0.1	0.9	4
CNc1nc2c(c(=O)n(C)c(=O)n2C)n1C(C)C	6	0.0	-0.5	5
Cc1ccccc1CNc1ccc2cn[nH]c2c1	-9	0.0	0.3	12
COc1ccc(Cl)cc1C(=O)Nc1cc(-c2nc3cc(C)ccc3o2)ccc1Cl	4	0.0	-0.2	-5
COc1ccc(F)cc1S(=O)(=O)n1c([N+](=O)[O-])cnc1C	2	-0.3	0.5	5
CN(Cc1c(O)ccc2c(-c3ccccc3)cc(=O)oc12)C1CCCCC1	8	0.1	-1.0	-4
CS(=O)(=O)N(CC(=O)Nc1ccccc1F)c1ccc(Cl)c(Cl)c1	-2	0.0	-0.7	4
CC(C)(C)NC(=O)[C@@H]1CN(Cc2cccnc2)CCN1C[C@@H](O)C[C@@H](Cc1ccccc1)C(=O)N[C@H]1c2ccccc2C[C@H]1O	16	0.4	0.6	8
The list goes on:
SMILES	MITF inh	FBW7 act	GPR151 activ	TEAD-YAP inh
CCc1ccc(S(=O)(=O)n2cnc3ccccc32)cc1	-11	0.0	1.3	-1
CCc1cc2c(cc3c(=O)n(CC(=O)NCCCN4CCCCCC4)ncn32)s1	-15	-0.1	0.2	-4
Cc1ccc(-c2nnn(CC(=O)Nc3ccc4nn(-c5ccccc5)nc4c3)n2)o1	10	0.1	1.1	-7
OC1CCN(Cc2c(Cl)cccc2Cl)CC1	43	-0.1	-1.4	-8
COc1cc([N+](=O)[O-])c(Cl)cc1N=Cc1c(C)[nH]n(-c2ccc(Br)cc2)c1=O	5	-0.1	-1.2	4
O=C(NCc1ccccc1Cl)c1cccn2c(=O)c3cc4ccccc4cc3nc12	1	0.3	0.3	-7
COc1ccc(C2(N3CCCC3)Oc3ccccc3C(C#Cc3ccccc3)=C2C)cc1 (centres undefined)	7	0.5	-0.8	8
O=C1c2ccc(Br)cc2C(=O)N1c1cc(Br)ccc1O	-9	0.0	-0.4	5
Cn1c(=O)c2c(SCC(=O)N3CCCC3)nc(C3CC3)nc2n(C)c1=O	12	0.3	-1.1	11
CCc1c(C)nc(S/C=C/c2ccccc2)[nH]c1=O	3	-0.1	-3.0	-46
CC1CCN(C(=O)CC[C@H]2CN(Cc3cccc(Cl)c3)CC[C@H]2N(C)C)CC1	-2	-0.1	0.0	-4
COc1ccc2[nH]c3c(=O)n(CCCC(=O)N4CCCC4)c(=S)[nH]c3c2c1	-2	-0.3	-0.8	6
